# Screening results deposited in PubChem by Emory University Molecular Libraries Screening Center.
# 14-3-3 PPI = modulators of human 14-3-3 gamma - Raf peptide interaction; P61981; FP, 14-3-3gamma / TMR-pS259-Raf peptide binding; inhibition, % at 40 µM; actives 0.19% (n = 160,000); in the data active = inhibition above about 30%;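 also: 0% = protein plus tracer without compound and 100% = blank with tracer alone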
# Target sequence (P61981 whole entry, looked up): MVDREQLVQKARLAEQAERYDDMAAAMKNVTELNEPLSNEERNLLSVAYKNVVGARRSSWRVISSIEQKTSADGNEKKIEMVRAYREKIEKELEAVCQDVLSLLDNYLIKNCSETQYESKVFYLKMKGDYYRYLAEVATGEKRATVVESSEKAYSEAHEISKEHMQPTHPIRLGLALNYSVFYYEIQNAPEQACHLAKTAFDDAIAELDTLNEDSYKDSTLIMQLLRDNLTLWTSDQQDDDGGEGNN
# Starred values were filed as active, the others as inactive; & = joins results of further samples. This is a subset; the hit share may differ from the screen's.
SMILES,14-3-3 PPI
CCOC(=O)C1=C(C)NC2=C(C(=O)CC(C)(C)C2)C1c1ccc(C)cc1 (configuration not stated),-4
CCCc1cc(=O)oc2cc(C)cc(OCC(=O)O)c12,-3
Cc1ccc2nc(-c3ccc(Cl)cc3)cc(C(=O)N3CCCCC3)c2c1,-9
CC(=O)Nc1cccc(NC(=O)c2ccccc2Br)c1,0
COc1ccc(C2C(C#N)=C(N)Oc3n[nH]c(-c4ccccn4)c32)c(OC)c1OC (configuration not stated),-2
CSc1ccc(C2Oc3ccc(Cl)cc3C3=C2C(c2ccc(C)cc2)n2ncnc2N3)cc1 (configuration not stated),0
O=C(NC(c1ccccc1)c1ccc2cccnc2c1O)c1ccccc1 (configuration not stated),-25
COC(=O)c1sccc1NC(=O)c1cc(-c2ccccc2Cl)nc2ccccc12,-20
Cc1csc(/C(C#N)=N/O)n1,0
COc1ccc(-c2cc(C(=O)NC(C)C)c3cc(C(C)C)ccc3n2)cc1,-36
COc1ccc(/C(O)=C2\C(=O)C(=O)N(Cc3cccnc3)C2c2ccccc2F)cc1 (configuration not stated),1
Cc1ccc(-c2nn(CC(=O)N3CCN(C)CC3)c(=O)c3ccccc23)cc1,5
O=C(CSc1ncccc1-c1nc2ccccc2[nH]1)NCc1ccco1,-57
CC(=O)c1ccc(OC(=O)c2c(-c3ccccc3Cl)noc2C)cc1,2
CC1(C)CC(=O)c2sc(NC(=O)c3cc(-c4ccccc4)nc4ccccc34)nc2C1,0
CCOc1ccc(NC(N)=Nc2nc(CSc3ccc(Cl)cc3)cc(=O)[nH]2)cc1,0
O=C(CSc1ncnc2c1oc1ccccc12)NC1CCCCC1,2
COc1ccc(C(=O)Nc2nc3ccc(S(C)(=O)=O)cc3s2)c(OC)c1,15
CC(/C=N/n1cnnc1)=C\c1ccco1,-7
Cc1cc(Br)c(S(=O)(=O)n2cnc3ccccc32)cc1C,-6
CC(C)CCNC(=O)c1ccc(S(=O)(=O)c2ccccc2Cl)c([N+](=O)[O-])c1,-5
CCN(CC)c1ccc(NC(=O)CN2CCCN(S(=O)(=O)c3ccc(Br)cc3)CC2)cc1,-8
O=C1c2ccccc2CN1c1ccc(OC(F)(F)F)cc1,2
COc1ccc(-n2nnnc2S(=O)(=O)CC(=O)N2CCCCC2)cc1,1
Cn1c(SCc2ccccc2[N+](=O)[O-])nnc1-c1cccnc1,12

# The list goes on, starting with the last four of the part before.
SMILES,14-3-3 PPI
CCN(CC)c1ccc(NC(=O)CN2CCCN(S(=O)(=O)c3ccc(Br)cc3)CC2)cc1,-8
O=C1c2ccccc2CN1c1ccc(OC(F)(F)F)cc1,2
COc1ccc(-n2nnnc2S(=O)(=O)CC(=O)N2CCCCC2)cc1,1
Cn1c(SCc2ccccc2[N+](=O)[O-])nnc1-c1cccnc1,12
O=C(Nc1ccc([N+](=O)[O-])cc1)c1ccc(N2C(=O)c3ccc([N+](=O)[O-])cc3C2=O)cc1,3
Cc1cc2ccccc2c(=O)n1CC(=O)N1CCCC(C)C1 (configuration not stated),3
COc1c(C(C)=O)c(O)c(OC)c2occc12,26
COc1ccc(OC)c2[nH]c(=O)c(CCNC(=O)c3ccccc3C)cc12,-12
O=C(NCc1ccccc1)C1CCCN1S(=O)(=O)c1cccc2cccnc12 (configuration not stated),-11
CCOC(=O)CN1C2=NCCN2c2ccccc21,-15
Cc1ccc(OCC(=O)N2N=C(C3CCCCC3)CC2(O)C(F)(F)F)cc1C (configuration not stated),1
Cc1ccc(OCCCC(=O)N2CCOCC2)c(C)c1,1
O=C(NCc1ccccc1)c1cccc(N2C(=O)C3C4C=CC(C4)C3C2=O)c1 (configuration not stated),-5
Cc1cc(S(=O)(=O)N2CCN(Cc3ccccc3)CC2)c(C)s1,-1
NS(=O)(=O)c1ccc(NC(=O)Nc2cccc(Cl)c2)cc1,-1
COc1ccc(C2(C(=O)Nc3ccc(C(=O)O)cc3)CCOCC2)cc1,0
COCCCn1c(=S)[nH]c2ccc(F)cc2c1=O,6
CCOc1nc(-c2ccc(Cl)cc2)nc2ccccc12,2
O=c1c2ccccc2c(-c2ccccc2)nn1-c1ccc(C(F)(F)F)cn1,-1
O=C1NCCCCC1Nc1ccc(N2C(=O)CCC2=O)cc1[N+](=O)[O-] (configuration not stated),3
Cc1ccc(OCCNc2ccc(C(F)(F)F)cc2[N+](=O)[O-])cc1,-5
CCN1/C(=C/c2ccc3cc(C)ccc3[n+]2C)Sc2ccccc21,-100
COc1ccc(-c2ccc3c(N)c(C(=O)Nc4ccccc4C)sc3n2)cc1,-10
N=c1c(C(=O)NC2CCCCC2)cc2c(=O)n3ccccc3nc2n1Cc1ccco1,-15
COc1ccc2oc(=O)c(C(=O)Nc3cc(F)ccc3C)cc2c1,4
O=S1(=O)N=C(Oc2ccccc2)c2ccccc21,-4
C=CCOC(=O)C1=C(C)NC2=C(C(=O)CCC2)C1c1ccccc1OCCC (configuration not stated),5
c1ccc2c(N3CCOCC3)nnc(N3CCOCC3)c2c1,-13
Cc1ccc2[nH]c3c(cc(N4CCCCC4)c4c(=O)c5ccccc5c(=O)c43)oc2c1,-9
# (cont.)
SMILES,14-3-3 PPI
CN(C)c1ccc(P(=O)(OCc2ccccc2)C(O)c2ccncc2)cc1 (configuration not stated),7
Cc1[nH]c(=O)[nH]c(=O)c1CSc1nnc([C@@H](NC(=O)OC(C)(C)C)C(C)C)o1,-2
O=C(Nc1ccccc1O)c1cccc(S(=O)(=O)N2CCOCC2)c1,-6
COc1ccc(CNC(=O)c2cc3nc(-c4ccc([N+](=O)[O-])cc4)cc(C(F)(F)F)n3n2)cc1,0
C=CCn1c(SCc2ccccc2F)nc2cc(C(=O)N3CCOCC3)ccc2c1=O,-11
CC1=CC(C)(C)N(C(=O)CN2C(=O)c3ccccc3C2=O)c2cc(C)ccc21,-10
CCOC(=O)CCc1c(C)c2ccc(OC(C)C(=O)OCC)c(C)c2oc1=O (configuration not stated),-3
O=C(CSC1=NCCS1)NC1CCCCC1,-7
CC(=O)c1ccc(NC(=O)CCCn2nc([N+](=O)[O-])c(Cl)c2C)cc1,-6
CCN1CCCC1CNC(=O)c1ccc2c(=O)n(CCOC)c(=S)[nH]c2c1 (configuration not stated),-16
CCCCCOC(=O)C1=C(C)Nc2nc3ccccc3n2C1c1cccc(OC)c1 (configuration not stated),-9
CCN1CCCC1CNC(=O)c1ccc(Sc2ccc(F)cc2)c([N+](=O)[O-])c1 (configuration not stated),2
O=c1nc2c(-c3ccccc3F)n[nH]n2c2ccccc12,1
CC(=O)OC(C(=O)N/C(=N/c1nc(C)cc(C)n1)Nc1ccccc1)c1ccccc1 (configuration not stated),-3
COc1ccccc1C(=O)Nc1c2c(nn1-c1cccc(C)c1C)CS(=O)C2 (configuration not stated),-9
Fc1ccc(C2=CC(c3ccccc3)n3nnnc3N2)cc1 (configuration not stated),2
Cc1cccc(-n2nc3c(c2NC(=O)Cc2ccccc2)CS(=O)(=O)C3)c1C,2
COc1ccc([N+](=O)[O-])cc1N=Cc1cc(OC)c(OC)c(OC)c1,0
CSc1ccccc1-n1nnnc1SCc1ccccc1,-2
CC(=O)c1cccc(NC(=O)COc2ccc(S(=O)(=O)N3CCCCC3)cc2)c1,14
O=C(CC1(O)C(=O)Nc2ccccc21)c1cccc([N+](=O)[O-])c1 (configuration not stated),-3
CCN1CCN(C(c2cccs2)C(C)NC(=O)c2ccccc2F)CC1 (configuration not stated),-4
Clc1cccc(-c2nc3nc4ccccc4nc3n2Cc2ccco2)c1,-11
O=C(Nc1cnccn1)c1ccncc1,-5
Cc1cccc(-c2nc(Nc3ccc(N4CCOCC4)cc3)c3ccccc3n2)c1,-20

# Six entries already listed, ordered by the number in 14-3-3 PPI, largest number first.
smiles,14-3-3 PPI
COc1ccc(CNC(=O)c2cc3nc(-c4ccc([N+](=O)[O-])cc4)cc(C(F)(F)F)n3n2)cc1,0
CSc1ccccc1-n1nnnc1SCc1ccccc1,-2
O=C(Nc1cnccn1)c1ccncc1,-5
Clc1cccc(-c2nc3nc4ccccc4nc3n2Cc2ccco2)c1,-11
CCN1CCCC1CNC(=O)c1ccc2c(=O)n(CCOC)c(=S)[nH]c2c1 (configuration not stated),-16
Cc1cccc(-c2nc(Nc3ccc(N4CCOCC4)cc3)c3ccccc3n2)c1,-20

# New compounds follow
SMILES,14-3-3 PPI
COc1ccc(C(=O)C[n+]2cc(Br)cc3ccccc32)cc1[N+](=O)[O-],-23
CC(=O)CCc1ccc(OCCCCn2cncn2)cc1,-4
O=c1oc(-c2cccs2)nc2ccc(Cl)cc12,-14
Cn1cc(/C=N/n2cnc3sc4c(c3c2=O)CCCC4)c2ccccc21,-2
COc1ccc(-n2nc3c(c2NC(=O)CC(C)C)CS(=O)(=O)C3)cc1,-6
CC1CC(C)CN(C(=O)CCCn2c(=O)[nH]c3cc(Cl)ccc3c2=O)C1 (configuration not stated),5
CCOc1ccc(NC(=O)c2ccc(F)c(S(=O)(=O)NCC3CCCO3)c2)cc1 (configuration not stated),-38
CCCCCOC(=O)C1C2C=CC3(CN(c4ccccc4C)C(=O)C13)O2 (configuration not stated),0
CCOc1ccc(-c2n[nH]c(=S)n2C2C=CCCC2)cc1 (configuration not stated),-5
CC1CN(C=O)c2ccccc2NC1=O (configuration not stated),2
COc1cc(-c2c(C#N)c(N)nc(SCC(N)=O)c2C#N)cc(OC)c1OC,-34
COc1cc(C2NC(=S)NC(C)=C2C(=O)Nc2ccccc2)ccc1O (configuration not stated),-10
N#Cc1c(/N=C/N2CCCC2)oc(-c2ccccc2)c1-c1ccccc1,-5
O=C(CSc1ccc2ccccc2n1)N1CCCCCC1,-7
O=C(NCCn1ccc2ccccc21)c1ccccc1Cl,-7
COC(=O)CCC(=O)Nc1cccc(Br)c1,-7&-22
Cc1ccc(NC(=O)CCNS(=O)(=O)c2cccc3nsnc23)cc1Cl,-1
COc1ccc(CCN2CC(O)=C(c3nc4ccccc4c(=O)[nH]3)C2=N)cc1OC,7
O=C(Nc1ccccc1C(=O)Nc1nc2ccc(Cl)cc2s1)c1ccccc1,0
CCOc1ccccc1-c1cc(C(=O)NCc2ccncc2)c2ccccc2n1,-23
Cc1ccccc1C(=O)Nc1ccc(-c2nc3ccccc3c(=O)o2)cc1,-3
CCS(=O)(=O)N1CCCC(C(=O)NCCCN2CCCC2=O)C1 (configuration not stated),3&3
O=C(NCc1ccc(F)cc1)C(Sc1ccccc1)c1ccccc1 (configuration not stated),-1
Cc1ccc(NC(=O)CCN2CC(C)CC(C)C2)cc1 (configuration not stated),2
N#Cc1sc2nc3c(c(-c4cccnc4)c2c1N)CCC3,-12
# The list goes on.
SMILES,14-3-3 PPI
N#Cc1cc2c(nc1SCc1ccc([N+](=O)[O-])cc1)CCCCC2,-15
COc1cc(C(=O)NC2CCN(Cc3nnnn3Cc3cccs3)CC2)cc(OC)c1OC,6
COc1cc(C2C3C(=O)N(c4ccccc4C(F)(F)F)C(=O)C3ON2c2ccccc2)ccc1O (configuration not stated),-1
NC(=O)C1CCN(C(=O)c2ccccc2NC(=O)c2ccccc2Br)CC1,-8
COc1cc(Nc2nc(SCc3cccc([N+](=O)[O-])c3)nc3ccccc23)cc(OC)c1,-5
O=[N+]([O-])c1ccc(CSc2nnnn2-c2ccccc2)cc1,-11
CCOC(=O)c1ccc(CNC(=O)c2n[nH]c(=O)c3ccccc23)o1,0
Cc1ccc(S(=O)(=O)Cc2ccc(C(=O)N3CCCC3)o2)cc1,-4&-4
COCCN1C(=O)c2ccccc2C(C(=O)Nc2ccccn2)C1c1ccc(F)cc1 (configuration not stated),5
Cc1noc(C)c1CSc1nnc2cc(C)c3ccccc3n12,-7
CC(C)OC(=O)Nc1ccc(Oc2c(F)c(F)c(F)c(F)c2F)cc1,-4
CCC(=O)Nc1ccc(-c2nc3ccc(Br)cc3c(=O)o2)cc1,5
COc1cccc(C(=O)NC2=NCCS2)c1,3
CC(=O)Nc1cc(C(=O)NCc2ccccc2Cl)ccc1Sc1ccc(F)cc1,-15
CC1CC(C)CN(CCCNS(=O)(=O)c2cccc3nonc23)C1 (configuration not stated),-6
CCCc1nc(N2CCCC2)c(C#N)c2c1CCCC2,0
CCOC(=O)C1CCCN(C(=O)c2c(-c3ccccc3Cl)noc2C)C1 (configuration not stated),6
O=c1oc2ccccc2c(O)c1CN1CCCCC1,-6
Cn1c(C(=O)NCC2CCCO2)cc2c(=O)n(C)c3ccccc3c21 (configuration not stated),1
CC1CCN(S(=O)(=O)c2ccc3c(c2)c(=O)c(C(=O)NC2CCCC2)cn3C)CC1,-4
CC(C)(C)C1CCC2(CC1)C(C#N)=C(SCC(=O)Nc1ccccc1)NC(=O)C2C#N (configuration not stated),-1
CCCCNC(=O)c1cn(C)c(=O)c2c1c1ccccc1n2C,-7
CCOc1ccc(NC(=O)NC(=O)N(C)S(=O)(=O)c2ccc(C)cc2)cc1,-10
Cc1ccc2c(c1)cc(CN(Cc1ccc3c(c1)OCO3)C(=O)c1cnccn1)c1nnnn12,-2
COC(=O)c1sc(-c2ccccc2)cc1NC(=O)c1ccc(S(=O)(=O)N2CCc3ccccc3C2)cc1,3
CCOC(=O)CCCCC(=O)c1[nH]c(=O)[nH]c1Cn1ccnc1,5
O=C(Cn1nc(Cc2cccnc2)c2ccccc2c1=O)NCC1CCCO1 (configuration not stated),-1
CCn1c(SCC(=O)O)nnc1C1CCCCC1,2
O=CNCC(=O)NC1CCCCCC1,-10
CC1=C(Sc2ccccn2)C(=O)NC(C)(C)C1,-9
